# Compound activity as filed in PubChem BioAssay.
# Tau fibril ThT = tau fibrillization inhibition (ThT binding); recombinant tau K18 P301L (four-repeat tau fragment), heparin-induced fibrillization, ThT fluorescence; Potency, µM (highest dose often 57.4 µM), for inactives: at the highest dose activity, negative = inhibition, hits mostly inhibitors; 270,000 compounds, 2.1% hits; AID 1460; also: nearly all actives have a fitted effect of over 55% in size
# Target sequence (P10636 561-689 P618L limits assumed): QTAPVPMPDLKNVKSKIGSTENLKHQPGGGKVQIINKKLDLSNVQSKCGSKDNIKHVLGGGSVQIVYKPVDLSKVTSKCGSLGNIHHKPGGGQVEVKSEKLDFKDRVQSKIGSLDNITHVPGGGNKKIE
#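 Heparin-induced fibrillization of the P301L-mutant K18 repeat-domain fragment of human tau was followed by ThT binding in quantitative high-throughput format.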
# RECQ1 inh = inhibitors of human RECQ1 DNA helicase; P46063; RECQ1 DNA unwinding, red fluorescence kinetic read; Potency, µM (series often up to 57.3 µM), for the others: at the top dose activity, negative = inhibition, actives largely listed as inhibitors; 240,000 compounds, 0.54% hits; AID 2549;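 also: plate controls were vehicle for no effect and no enzyme for full effect; nearly all actives have a fitted effect of over 30% in size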
# Target sequence (P46063 whole entry, looked up): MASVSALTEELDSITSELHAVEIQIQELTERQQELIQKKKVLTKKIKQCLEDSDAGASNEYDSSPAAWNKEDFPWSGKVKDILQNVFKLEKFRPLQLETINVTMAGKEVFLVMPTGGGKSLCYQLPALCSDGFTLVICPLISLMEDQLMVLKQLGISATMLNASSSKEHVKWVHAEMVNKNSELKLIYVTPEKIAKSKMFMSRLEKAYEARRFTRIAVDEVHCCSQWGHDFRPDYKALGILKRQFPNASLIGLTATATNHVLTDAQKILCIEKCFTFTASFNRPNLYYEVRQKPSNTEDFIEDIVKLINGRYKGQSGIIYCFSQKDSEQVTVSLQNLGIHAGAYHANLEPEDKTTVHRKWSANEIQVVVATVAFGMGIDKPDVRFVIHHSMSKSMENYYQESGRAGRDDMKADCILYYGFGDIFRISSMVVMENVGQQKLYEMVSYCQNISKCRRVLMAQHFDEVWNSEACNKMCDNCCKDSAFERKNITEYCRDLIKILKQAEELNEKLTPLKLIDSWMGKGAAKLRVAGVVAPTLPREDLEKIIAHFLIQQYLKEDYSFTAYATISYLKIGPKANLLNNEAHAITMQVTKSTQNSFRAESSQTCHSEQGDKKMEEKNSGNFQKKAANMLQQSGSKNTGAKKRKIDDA
#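 RECQ1T1 50 nM; forked duplex (20 bp + 30-nt ss tails) 200 nM, ATP 2 mM final; pH 8.0, 2 mM MgCl2, 2.5 ug/ml poly(dI-dC); 15 min compound preincubation; discontinuous kinetic read over 2 h at RT.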
# L3MBTL1 inh = L3MBTL1 (human) inhibition; AlphaScreen L3MBTL1–H3K9me1 peptide binding; Potency, µM (highest dose often 57.1 µM), for inactives: at the top dose activity, negative = inhibition, usual class: inhibitors; 230,000 compounds, 0.66% hits; Q9Y468; AID 485360; also: nearly all actives have a fitted effect of over 60% in size
#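 AlphaScreen proximity signal between nickel-chelate acceptor and streptavidin donor beads (final 10 ug/mL) reports binding of 50 nM L3MBTL1 to 75 nM biotin-H3 K9me1 peptide; complex incubated with compounds 30 min at room temperature; cefsulodin titration as control.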
# TexasRed fluor = counter-screen for TRb-SRC2 inhibitors: fluorescence interference | TRb/SRC2 Texas Red total fluorescence interference | Potency, µM (highest dose often 106 µM), for inactives: at the highest dose fluorescence change, negative = quenching | 280,000 compounds, 0.29% hits | AID 1479; active = well fitted curve in either direction with a large enough effect; inconclusive = small, poorly fitted or top-dose-only effect
#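 Human TRb ligand-binding domain at 0.6 uM with 20 nM Texas Red SRC2 peptide in Tris buffer containing 1 uM T3 and 5% DMSO, incubated with compound 5 h at ambient temperature. Total fluorescence (555/632 nm) calculated as parallel + 2 × perpendicular.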
# GoLoco inh red = inhibitors of human Gai1-RGS12 GoLoco interaction (red fluorophore) | Gai1:RGS12 GoLoco peptide FP, rhodamine, 10 min | Potency, µM (doses to about 61.6 µM), for inactives: top-dose activity, negative = inhibition, most hits filed as inhibitors | 230,000 compounds, 0.44% hits | AID 880; active = well fitted inhibition curve with a large enough effect, not every such curve was filed as active; inactive = no such curve, though single readings can be large or run the other way; also: nearly all actives have a fitted effect of over 30% in size; many of its hits are not listed in these tables
# TRb-SRC2 inh = TRbeta-SRC2 interaction inhibition; Potency, µM (titrated, usually from 106 µM), for inactives: at the top dose activity change, negative = inhibition, usual class: inhibitors; P10828; 280,000 compounds, 0.065% hits; TRbeta-SRC2 peptide binding, fluorescence polarization; receptor liganded with 1 µM T3; AID 1469;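 also: plate controls were bound peptide for no effect and peptide without receptor for full effect; nearly all actives have a fitted effect of over 50% in size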
#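 Fluorescence polarization of 20 nM Texas Red SRC2 peptide (20-aa NR interaction domain) bound to 0.6 uM human TRb ligand-binding domain, with 1 uM T3, after 5 hr at ambient temperature; inhibition seen as decreased polarization.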
# Tau fibril FP = inhibitors of human tau fibril formation; K18 P301L tau heparin fibrillization, Alexa594 FP, 6 h; Potency, µM (series often up to 57.7 µM), inactives show at the top dose activity, negative = inhibition, usual class: inhibitors; 280,000 compounds, 0.39% hits; also: nearly all actives have a fitted effect of over 55% in size
#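 Human tau K18 […] P301L fragment, 15 uM unlabeled plus 0.24 uM Alexa 594-labeled tau (final), with compound and 20 uM heparin in 100 mM sodium acetate pH 7; 6 hr at 37 C, then Alexa 594 FP read.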
# KDM4E inh = blocks human JMJD2E demethylase activity; B2RXH2; JMJD2E catalytic domain, FDH-coupled NADH fluorescence (FDH is formaldehyde dehydrogenase); Potency, µM (titrated, usually from 57.1 µM), for the others: at the top dose activity change, negative = inhibition, hits mostly inhibitors; 230,000 compounds, 1.6% hits; AID 2147; active = well fitted inhibition curve with a large enough effect, not every such curve was filed as active; inconclusive = small, poorly fitted or top-dose-only effect, or another doubt; inactive = no such curve, though single readings can be large or run the other way;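 also: 0% = wells with enzyme and -100% = buffer wells without enzyme; nearly all actives have a fitted effect of over 50% in size; many of its hits are not listed in these tables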
# The depositor's hits bear a star; i = inactive; u = inconclusive; x = not tested or not shown; [ ] = remark or other dose. Unless noted, calls follow the shape of the dose curve; as a rule, active = well fitted curve in the direction sought with a large enough effect; inconclusive = small, poorly fitted or top-dose-only effect, or another doubt; inactive = no such curve, though single readings can be large; an effect the other way counts as inactive or inconclusive. Unless noted, % is scaled to controls: 0 for no effect and ±100 for the full control effect; potency is read from the fitted curve at half-maximal effect. This is a subset; count on the stated rates, not on these rows.
SMILES	L3MBTL1 inh	Tau fibril FP	RECQ1 inh	KDM4E inh	TexasRed fluor	TRb-SRC2 inh	GoLoco inh red	Tau fibril ThT
CCN(CC)S(=O)(=O)c1ccc(N2CCOCC2)c(NC(=O)c2ccccc2F)c1	3%	5%	i	-18%	-4%	-5%	3%	-11%
COCCNC(=O)c1c(NC(=O)Cc2coc3cc(C)ccc23)sc2c1CCCC2	x	0%	x	x	1%	2%	x	-13%
O=C(Nc1cccc(Br)c1)Nc1nc2c(s1)CCCCCC2	x	u	x	x	-4%	-2%	x	-8%
COc1cc2oc(=O)c3c(c2cc1OCC(=O)c1c(C)n(C)c2ccccc12)CCCC3	-1%	-7%	-1%	u	-2%	1%	5%	4%
COc1ccc(-c2nc(SCc3ccccc3)n(C(=O)c3ccco3)n2)cc1	0%	u	-10%	-3%	-1%	2%	4%	-18%
Cn1cccc1/C=C1\CC(C(C)(C)C)C/C(=C\c2cccn2C)C1=O (stereo not given)	x	9%	-9%	1%	-2%	8%	68%[activator]	u
CC(C)CSc1n[nH]c(N)n1	x	1%	i	4%	-1%	-3%	-5%	0%
CCn1c(SCC(=O)N/N=C/C=C\c2ccccc2[N+](=O)[O-])nnc1-c1ccccc1	-3%	3%	i	6%	-3%	7%	9%	u
O=C(O)CN1C(=O)C2C3CC(C2C1=O)C1C(c2ccc(Cl)cc2)c2sc(=O)[nH]c2SC31 (stereo not given)	x	2%	4%	-6%	3%	-2%	-8%	-4%
Cc1cc(Br)ccc1OCCCCN1CCCCC1	-17%	6%	0%	-2%	-2%	9%	-10%	-5%
C[C@@H](CN1c2ccccc2Sc2ccccc21)N(C)C	x	x	i	-12%[25.5 µM]	-6%[53 µM]	8%[53 µM]	6%[21.6 µM]	x
C#CCCOC(=O)Nc1ccccc1	-17%	-1%	-1%	7%	1%	5%	-3%	-7%
CC(NS(=O)(=O)c1ccc(Cl)c(Cl)c1)C(=O)OCC(=O)Nc1ccc2c(c1)OCO2 (stereo not given)	-8%	1%	i	-11%	0%	-6%	-2%	-13%
C[C@@]12CC(=O)C3=C(CCCC3=O)N1CCc1ccccc12	x	1%	-6%	6%	9%	-5%	3%	5%
CC1CCN(S(=O)(=O)c2ccc3nc(-c4cccnc4)cc(C(=O)NCCCOC(C)C)c3c2)CC1	x	-3%	x	x	-1%	2%	x	4%
Nc1ncnc(NCc2ccccc2)c1[N+](=O)[O-]	2%	-2%	2%	8%	-1%	1%	6%	-8%
CCOC(=O)c1c(-c2ccc(C)cc2)csc1/N=C(\C)C1=C(O)c2ccccc2C1=O	-24%	3%	3%	-1%	-4%	5%	5%	u
N#Cc1ccccc1NC(=O)c1cc2c(=O)n3ccccc3nc2s1	x	0%	x	x	u	-19%	x	-12%
CC(C)CNC(=O)NC(=O)COc1ccc(C=O)cc1	x	-3%	-4%	-3%	1%	-4%	2%	-8%
CCOC(=O)c1c(-c2cccs2)csc1NC(=O)CN1CC(C)OC(C)C1 (stereo not given)	x	9%	-1%	u	1%	9%	10%	-11%
COc1ccc(OCC(=O)NC2CC(=O)N(c3ccc4c(c3)OCCO4)C2)cc1 (stereo not given)	x	-3%	x	x	1%	-1%	x	9%
O=C(Nc1ccsc1C(=O)N1CCCCCC1)c1ccccc1	6%	-7%	-2%	8%	0%	8%	0%	1%
COc1cc(OC)cc(-c2nc3nc(C)c(CCC(=O)O)c(C)n3n2)c1	x	-4%	-6%	4%	-2%	-8%	4%	4%
CC(=O)Nc1ccc(N2CCCC(C)C2)c([N+](=O)[O-])c1 (stereo not given)	-21%	6%	i	8%	0%	-1%	2%	u
CC(C)C(OC(=O)CCCC(=O)Nc1nccs1)C(=O)NC1CCCCC1 (stereo not given)	-4%	-6%	i	-4%	-2%	-3%	-1%	-8%
Clc1cccc(N=C2NN=C(c3ccc4c(c3)OCCO4)CS2)c1	x	-17%	-18%	-5%	-2%	5%	3%	16µM*
O=S(=O)(c1ccc(-c2ccon2)s1)N1CCN(c2ccccn2)CC1	u	5%	11%	-5%	-3%	3%	107%[activator]	13%
COc1cc(C(=O)Nc2ccc(O)cc2C(=O)O)ccc1OC(C)=O	-3%	-6%	-2%	1%	-1%	7%	x	-4%
COc1ccccc1NC(=O)Nc1ccc(Cc2ccncc2)cc1	-6%[11.4 µM]	-7%	-6%	-15%	-3%	6%	10%	-5%
CCCCN(C)CCCNC(=O)CS(=O)Cc1nc(-c2ccc(OC)c(OC)c2)oc1C (stereo not given)	-1%	1%	-2%	u	-3%	-1%	0%	-9%
C=CCNC(=O)c1ccccc1NC(=O)c1ccc(Cl)c(S(=O)(=O)Nc2cccc(C)c2C)c1	0%	-18%	-9%	u	2%	3%	-6%	0%
CC(=O)N1CCN(C(=O)CCC(=O)O)CC1	x	-2%	-6%	9%	-1%	7%	7%	x
C/C=C/c1ccc(OCCSc2nc(C)cc(=O)[nH]2)c(OC)c1	1%	3%	i	-6%	-4%	-12%	7%	-20%
C=C(C)CNC(=S)Nc1nc2c(cc1C(=O)OCC)CCCC2	9%	-1%	-12%	u	0%	3%	0%	-1%
Cc1ccc(C)c(N2CCN(C(=O)CNS(=O)(=O)c3cccs3)CC2)c1	x	-4%	-10%	5%	-4%	-1%	5%	-19%
COc1cc(NS(=O)(=O)c2ccc(-c3cc(C)no3)cc2)cc(OC)c1	x	u	x	x	-2%	9%	x	-5%

# Profiles as entered above. Values in the order: L3MBTL1 inh, Tau fibril FP, RECQ1 inh, KDM4E inh, TexasRed fluor, TRb-SRC2 inh, GoLoco inh red, Tau fibril ThT
# `CC(C)C(OC(=O)CCCC(=O)Nc1nccs1)C(=O)NC1CCCCC1` (stereo not given) as listed: -4%, -6%, i, -4%, -2%, -3%, -1%, -8%
# `C/C=C/c1ccc(OCCSc2nc(C)cc(=O)[nH]2)c(OC)c1` as listed: 1%, 3%, i, -6%, -4%, -12%, 7%, -20%
# `COc1cc(NS(=O)(=O)c2ccc(-c3cc(C)no3)cc2)cc(OC)c1` as listed: x, u, x, x, -2%, 9%, x, -5%

# Continuation.
SMILES	L3MBTL1 inh	Tau fibril FP	RECQ1 inh	KDM4E inh	TexasRed fluor	TRb-SRC2 inh	GoLoco inh red	Tau fibril ThT
CC(=O)c1sc(C(=O)O)c(-c2ccco2)c1-c1ccco1	u	6%	-2%	-2%	-2%	0%	7%	-9%
CN(C)c1ccc(CNn2cnnc2SCc2ccc(F)cc2)cc1	x	8%	-4%	7%	2%	10%	-30%	-9%
NC(=O)CSc1cn(CCNC(=O)c2cccs2)c2ccccc12	x	-8%	i	10%	-5%	-4%	5%	-17%
Cc1ccc(NC(=O)CN(C)S(=O)(=O)c2ccc3c(c2)n(C)c(=O)c(=O)n3C)cc1C	x	-1%	x	x	0%	-10%	x	8%
Cc1[nH]c2ccc(C(=O)OCCN(C)C)cc2c1C	-4%	-7%	-4%	-4%	-1%	-12%	-2%	-9%
Nc1ccc(C(=O)NCC(=O)O)cc1	6%	u	-6%[25.9 µM]	u	-2%	11%	8%	32µM*
CCOC(=O)C(=O)N/N=C/c1cccc(Br)c1	9%	-6%	-1%	9%	1%	1%	-4%	-3%
O=C(Cc1ccccc1)Nc1sc2c(c1C(=O)Nc1ccccc1)CCCCC2	x	-11%	x	x	u	-8%	x	-3%
OCCC1CN(Cc2c(O)ccc3ccccc23)CCN1CCc1ccccc1 (stereo not given)	-15%	-2%	4%	u	-2%	2%	-2%	u
CCCCn1c(CCC(=O)O)nc2c1c(=O)[nH]c(=O)n2CCC	x	4%	-5%	-3%	-4%	-9%	6%	-8%
N=c1sccn1CC(=O)NCCc1ccc(Cl)cc1	4%	-8%	-13%	-4%	2%	-18%	-2%	-11%
C=CC[N+](C)(C)CCN1C(=O)C2C(c3ccccc3)C=CC(c3ccccc3)C2C1=O (stereo not given)	u	-5%	-5%	-4%	-2%	-8%	-3%	1%
COc1ccc(C2C(C#N)=C(N)Oc3cc(C)n(Cc4ccncc4)c(=O)c32)cc1 (stereo not given)	1%	-5%	2%	u	4%	-14%	8%	-14%
O=C(/C=C/c1cccc([N+](=O)[O-])c1)NCCSc1ccccc1	-9%	14%	i	6%	-2%	5%	-1%	u
CCOc1ccc(NC(=O)N2CCC(C(=O)c3ccc(F)cc3)CC2)cc1	-9%	8%	-8%	0%	3%	4%	4%	-15%
O=C(COc1ccc([N+](=O)[O-])cc1)N(Cc1ccccc1)Cc1ccccc1	1%	8%	-18%	2%	1%	-1%	2%	-1%
COC(=O)c1cc(NC2c3ncccc3C(=O)N2Cc2ccccc2)cc(C(=O)OC)c1 (stereo not given)	3%	-3%	-2%	u	-1%	8%	5%	-17%
O=Cc1cn(CC(=O)N2CCOCC2)c2ccccc12	-23%	1%	i	6%	0%	-8%	2%	-5%
O=C(COC(=O)[C@@H]1CCCN1S(=O)(=O)c1ccccc1F)c1ccccc1	8%	-1%	i	10%	-1%	-7%	6%	2%
COc1cc2ccccc2cc1C(=O)Nc1ccc2oc(-c3ccc(F)cc3)nc2c1	x	10%	x	x	u	u	x	u
Cc1ccc(NC(=O)COC(=O)c2ccc3c(c2)NC(=O)C2CCCN32)cc1C (stereo not given)	-9%	u	-27%	u	11%	-10%	31%[activator]	u
O=C(Nc1cccc(O)c1)c1noc2c1CCCCC2	x	5%	i	5%	-3%	1%	7%	-3%
COC(=O)C[N+](C)(C)C/C=C\c1ccccc1	-10%	2%	i	-10%	2%	13%	-5%	4%
CC1CCN(S(=O)(=O)c2cccc(C(=O)N(C)C3CCS(=O)(=O)C3)c2)CC1 (stereo not given)	4%	-4%	-13%	6%	1%	-3%	2%	-1%
